Bioassay records (PubChem BioAssay)
HTR5A ag ctr – activates human HTR5A in OPRM1-OPRD1 agonist counter-screen. P47898. HTR5A agonist assay, luminescence, cell-based. activation, % at 9.3 µM. 340,000 compounds, 0.61% hits. AID 504692; in the data active = activation mostly above about 9.5%, no sharp cut-off; inactive = mostly below about 7.6%;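 note: 0% = cells with vehicle only and 100% = reference agonist; strong numbers were not always called active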
Arrestin-AP2 inh – blocks beta-arrestin peptide binding to AP2 adaptin; 340,000 compounds, 0.31% hits; AID 504490; FITC-arrestin peptide / GST-AP2 beads, flow cytometry; AP2 beta2 appendage carries R879A mutation; inhibition, % at 10 µM;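 active = inhibition above a set limit, near 3 SD of compounds lacking own fluorescence, cut at about 54% in these data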;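 note: plate controls were DMSO wells for no effect and 5 µM unlabelled arrestin peptide for full effect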
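Assay system: GST-AP2 R879A bound to glutathione beads, E. coli-expressed; Medium: PBS with 0.05% Tween 20 and 0.1% BSA; Also added: fluorescein-tagged arrestin peptide at 50 nM final; Timing: 12 min plus 1 h, RT; Measured by: flow cytometry, FL1 (488/535 nm); Evaluation: percent drop in bead-associated FITC signal.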
DAGLB inhibitor – blocks human DAGLB lipase activity. 340,000 compounds, 0.059% hits. Q8NCG7. HEK293T DAGLB membrane lysate, EnzChek fluorogenic substrate. inhibition, % at 5.17 µM; in the data active = inhibition above about 34%;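 note: 0% = enzyme with vehicle and 100% = wells lacking enzyme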
Target sequence (Q8NCG7 whole entry, looked up): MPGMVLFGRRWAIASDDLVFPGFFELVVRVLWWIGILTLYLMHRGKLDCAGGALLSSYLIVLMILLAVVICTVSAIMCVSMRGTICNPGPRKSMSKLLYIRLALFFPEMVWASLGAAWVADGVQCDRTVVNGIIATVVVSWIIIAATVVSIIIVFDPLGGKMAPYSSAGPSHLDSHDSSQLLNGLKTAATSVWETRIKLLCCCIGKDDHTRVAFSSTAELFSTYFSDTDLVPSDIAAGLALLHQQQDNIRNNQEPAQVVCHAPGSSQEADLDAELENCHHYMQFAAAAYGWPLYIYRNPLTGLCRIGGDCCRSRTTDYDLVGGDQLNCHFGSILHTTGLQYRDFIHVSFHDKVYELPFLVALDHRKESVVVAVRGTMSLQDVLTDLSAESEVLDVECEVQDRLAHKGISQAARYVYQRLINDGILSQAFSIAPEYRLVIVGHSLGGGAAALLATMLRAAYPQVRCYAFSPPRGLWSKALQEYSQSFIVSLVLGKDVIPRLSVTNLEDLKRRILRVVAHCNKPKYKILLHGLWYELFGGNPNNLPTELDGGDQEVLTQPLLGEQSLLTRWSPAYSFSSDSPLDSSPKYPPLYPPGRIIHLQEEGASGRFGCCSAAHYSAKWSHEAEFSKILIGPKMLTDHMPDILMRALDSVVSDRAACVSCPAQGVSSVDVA
Pemphigus Ab inh – blocks pemphigus antibody binding to human desmoglein-3; P32926; DSG3-coupled beads, scFv-anti-DSG3-GFP binding, flow cytometry; active compounds read low; binding (percent of control), % at 10 µM; 310,000 compounds, 0.48% hits; AID 588358;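 active = binding more than 3 SD below its plate's average and above zero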;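 note: hits lower antibody fragment binding to DSG3; some compounds called inactive have numbers as strong as hits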
HTR5A inv ag – inverse agonist of human HTR5A in OPRM1-OPRD1 counter-screen. P47898. HTR5A cell line, luminescence, inverse agonism. inhibition, % at 9.3 µM. 340,000 compounds, 0.083% hits. AID 504634; in the data active = inhibition mostly above about 23%, no sharp cut-off; inactive = mostly below about 18%;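 note: 0% = cells with DMSO and 100% = no-cell wells with DMSO; some compounds called inactive have numbers as strong as hits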
PKA-R1A act – activators of PKA-R1A complex; P00514+P68181; PKA-R1A dissociation, Cy5-IP20 fluorescence polarization; scaled: DMSO 0%, 113 µM cGMP 100%; activation, % at 11.4 µM; 340,000 compounds, 0.083% hits;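 active = percent activation above the mean of all tested compounds plus 3 SD, cut at about 19% in these data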;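 note: higher means more PKAc released from R1A so a rise in polarization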
MOR-DOR ag – agonists of human mu-delta opioid receptor heterodimerization. 340,000 compounds, 0.3% hits. AID 504326. activation, % at 9.3 µM. cells, OPRM1-OPRD1 heterodimerization, luminescence. P35372+P41143; in the data active = activation above about 18%;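 note: 0% = vehicle-treated cells and 100% = reference agonist; values of inactives mirror those of a sister screen read the other way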
OPRM1-OPRD1 inv – inverse agonist of human OPRM1-OPRD1 heterodimerization; P35372+P41143; cell-based MOR-DOR heterodimer luminescence, inverse agonism; inhibition, % at 9.3 µM; 340,000 compounds, 0.21% hits; in the data active = inhibition above about 22%, passing the limit was not always enough;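 note: 0% = cells with DMSO and 100% = wells without cells with DMSO; values of inactives mirror those of a sister screen read the other way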
V-ATPase pHluor – alters yeast V-ATPase proton transport; response, % at 10 µM; 350,000 compounds, 0.37% hits; S. cerevisiae, pHLuorin cytosolic pH fluorescence; in the data active = response mostly above about 7.3%, no sharp cut-off; inactive = mostly below about 5.4%; note: actives read high; inactives centre near 0; some compounds called inactive have numbers as strong as hits; reference of the scale not given here
PKA-R2B activ – activates the human PKA-R2B holoenzyme complex; P22694+P31323; PKA-R2B holoenzyme dissociation, Cy5-IP20 fluorescence polarization; R2B truncated from residue 108, S112A mutant; 0% DMSO only, 100% 113 µM cGMP; activation, % at 11.4 µM; 340,000 compounds, 0.079% hits; AID 504700;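 active = activation above a cutoff set at the mean over all compounds plus 3 SD, cut at about 18% in these data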;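 note: higher means more holoenzyme dissociation and a rise in polarization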
Target sequence (P31323 whole entry, looked up, other chains not shown, the tested form may be a part): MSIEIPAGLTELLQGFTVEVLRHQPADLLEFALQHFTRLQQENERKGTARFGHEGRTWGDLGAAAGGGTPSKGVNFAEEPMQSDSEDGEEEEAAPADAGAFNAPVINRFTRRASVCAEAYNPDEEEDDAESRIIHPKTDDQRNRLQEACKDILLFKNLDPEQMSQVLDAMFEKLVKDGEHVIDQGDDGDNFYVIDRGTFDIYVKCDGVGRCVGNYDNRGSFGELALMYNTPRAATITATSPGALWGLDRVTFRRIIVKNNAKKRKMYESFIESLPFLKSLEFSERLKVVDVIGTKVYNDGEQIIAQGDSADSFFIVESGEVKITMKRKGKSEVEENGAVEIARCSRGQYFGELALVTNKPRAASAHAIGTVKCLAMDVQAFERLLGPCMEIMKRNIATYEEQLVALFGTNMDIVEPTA
Active calls of the source: *; · = not tested or not shown. Outcome played no part in choosing rows; 2.4% or so of the library scored in one or more.

SMILES	HTR5A ag ctr	Arrestin-AP2 inh	DAGLB inhibitor	Pemphigus Ab inh	HTR5A inv ag	PKA-R1A act	MOR-DOR ag	OPRM1-OPRD1 inv	V-ATPase pHluor	PKA-R2B activ
CCCCNS(=O)(=O)c1ccc2nc(-c3cccnc3)cc(C(=O)NC(C)C)c2c1	2.0	-9.1	-0.3	96.7	-5.2	-9.1	-2.9	16.1	-0.5	-0.3
O=S1(=O)c2ccccc2C(CCO)N1Cc1ccccc1 (configuration not stated)	2.3	1.1	-0.6	101.9	-5.9	-2.2	-2.6	14.3	0.4	-4.7
COc1cccc(C(=O)OCCCOC(=O)c2cccc(OC)c2OC)c1OC	0.3	-18.9	-10.2	94.0	-7.6	0.9	-0.4	2.2	2.6	4.2
Cc1cc(-c2ccccc2)nc(N(C)NC(=O)c2cccc(C(F)(F)F)c2)c1S(C)(=O)=O	4.6	0.0	-2.3	105.3	-3.3	-9.3	-3.6	16.1	-1.0	-5.0
CC(C)(C)c1cc(C(=O)N/N=C/c2ccncc2)n[nH]1	-0.6	-3.0	-0.4	99.8	-13.2	0.0	-2.6	18.2	-5.4	-4.3
S=c1[nH]nc(CCSCc2ccccc2)n1-c1ccccc1	1.9	-0.3	0.8	89.8	19.2	-6.7	-1.4	7.1	-3.8	-2.6
CN(CC(=O)Nc1ccc(F)cc1)C(=O)c1ccc2ccccc2n1	2.5	16.2	1.6	95.8	-16.1	0.8	-3.5	18.7	-0.3	-0.4
CCN(CC)c1ccc(NC(=O)c2ccccc2F)cc1	-1.6	4.5	0.7	96.8	11.8	-2.9	-2.6	15.1	1.1	1.0
CCN(CC)CCN(Cc1cc2cc3c(cc2[nH]c1=O)OCO3)C(=S)NCC1CCCO1 (configuration not stated)	0.7	5.3	-0.3	100.8	-1.9	9.7	-1.0	5.7	0.1	0.8
CC(C)(C)n1c(O)c2ccc(C(=O)N=NC(=O)c3ccccc3)cc2c1O	1.0	33.7	7.5	104.7	1.4	-0.1	-1.5	8.3	-4.7	-7.6
NNC(=O)c1cc2c(N3CCC(Cc4ccccc4)CC3)ncnc2s1	-2.4	50.0	-45.9	·	6.0	-2.4	-0.5	2.0	-2.7	-18.9
COc1ccc(OCC(=O)Nc2cccc(S(=O)(=O)N(C)c3ccccc3)c2)c([N+](=O)[O-])c1	1.2	23.1	1.7	·	-3.0	8.1	0.6	-2.4	-3.5	7.8
COc1ccc(S(=O)(=O)N2CCC(C(=O)NC(C)CCc3ccccc3)CC2)cc1 (configuration not stated)	4.6	23.6	-3.9	101.5	-13.1	-11.7	-0.5	2.6	-2.0	-11.0
O=C(c1ccc(Br)o1)N(Cc1ccccc1)Cc1ccccc1	2.4	-8.2	-5.8	99.8	-24.3	-3.4	6.2	-33.6	8.4	-15.7
COC(=O)c1ccc(NC(=O)CCn2cccc2)cc1	-0.2	-2.0	-0.1	104.6	0.7	-19.5	-3.5	18.6	2.1	-8.0
CCCCC(=O)Oc1cc(C)[nH]c(=O)c1[N+](=O)[O-]	-2.1	4.7	1.3	93.0	6.1	3.2	0.4	-3.2	1.4	-11.2
O=C(Cn1[nH]c(=O)c2ccccc2c1=O)Nc1cccc(S(=O)(=O)N2CCCCCC2)c1	6.3	42.7	-1.4	107.6	-17.2	-3.6	-2.7	14.0	5.5	-8.9
O=C(/C=C/c1c(F)cccc1Cl)Nc1nc2ccccc2[nH]1	2.8	0.0	1.8	99.6	-33.4	5.9	-0.5	2.5	2.6	2.0
O=C(CCl)N1N=C(c2cccs2)CC1c1ccco1 (configuration not stated)	7.6	-5.2	-6.0	108.9	-0.9	9.8	4.7	-22.6	-0.9	-5.7
COc1ccc(-c2csc(-c3cccs3)n2)cc1OC	2.1	5.1	-12.7	104.8	3.7	-0.6	-1.8	8.6	-6.5	9.2
Cc1cc(CNC(=O)COC(=O)Cn2[nH]c(=O)c3ccccc3c2=O)cc(C)c1O	5.3	4.5	-1.8	105.8	-15.9	0.3	-0.3	1.7	2.3	-2.3
CC(=O)c1cccc(N(C(=O)c2csnn2)C(C(=O)NC2CCCC2)c2ccccc2)c1 (configuration not stated)	-1.6	17.4	-0.1	102.5	-16.5	9.3	-3.0	15.8	-4.1	0.1
CC1CC(C)CN(C(=O)CSC2=Nc3ccccc3C3=NC(Cc4c[nH]c5ccccc45)C(=O)N23)C1 (configuration not stated)	-2.5	-3.8	0.2	·	7.8	4.9	0.2	-1.0	0.2	-1.3
CN(C)S(=O)(=O)N1CCC(Oc2ccc(C(=O)NC3Cc4ccccc4C3)cc2)CC1	2.5	3.5	0.2	101.1	11.5	-8.7	0.7	-3.5	2.0	3.8
CCOC(=O)C1CCN(S(=O)(=O)c2ccc3c4c(cccc24)C(=O)N3CC)CC1	3.1	-4.7	-3.4	127.0	-12.3	-7.2	-3.5	17.1	4.1	0.1

Complete entries, looked up by structure. Screens in order: HTR5A ag ctr	Arrestin-AP2 inh	DAGLB inhibitor	Pemphigus Ab inh	HTR5A inv ag	PKA-R1A act	MOR-DOR ag	OPRM1-OPRD1 inv	V-ATPase pHluor	PKA-R2B activ
Listed for CN(C)S(=O)(=O)N1CCC(Oc2ccc(C(=O)NC3Cc4ccccc4C3)cc2)CC1 = 2.5	3.5	0.2	101.1	11.5	-8.7	0.7	-3.5	2.0	3.8
Listed for CCN(CC)c1ccc(NC(=O)c2ccccc2F)cc1 = -1.6	4.5	0.7	96.8	11.8	-2.9	-2.6	15.1	1.1	1.0
Listed for Cc1cc(-c2ccccc2)nc(N(C)NC(=O)c2cccc(C(F)(F)F)c2)c1S(C)(=O)=O = 4.6	0.0	-2.3	105.3	-3.3	-9.3	-3.6	16.1	-1.0	-5.0

New compounds follow.
SMILES	HTR5A ag ctr	Arrestin-AP2 inh	DAGLB inhibitor	Pemphigus Ab inh	HTR5A inv ag	PKA-R1A act	MOR-DOR ag	OPRM1-OPRD1 inv	V-ATPase pHluor	PKA-R2B activ
O=C(O)c1ccccc1-c1ccccc1C(=O)Nc1ccc2c(c1)CCC2	7.5	-2.4	2.4	114.7	-18.4	-15.7	-1.1	5.8	-0.5	-15.4
COC(=O)c1ccc(C)c(NS(=O)(=O)c2cn(C)nc2C)c1	3.7	6.0	-0.8	113.8	17.7	-9.0	2.3	-12.6	5.5	-3.8
O=C(Nc1ccc(F)cc1)C1CCCN1S(=O)(=O)c1cccc2nsnc12 (configuration not stated)	4.6	-7.0	-0.5	91.7	20.2	-4.6	-1.6	8.4	-3.9	-5.3
O=C(CCc1ccccc1)Nc1ccccc1C(F)(F)F	0.4	-1.1	1.3	109.4	16.3	-1.3	-1.1	4.9	2.4	-6.7
Cc1nc(Nc2ccc(S(=O)(=O)N3CCCCC3C)cc2)c2nnn(Cc3ccccc3)c2n1 (configuration not stated)	-0.2	4.8	-1.9	87.7	-23.1	-0.2	2.3	-15.8	-1.1	6.2
Cc1cc(C(F)(F)F)nn1CC(=O)N(C)C1CCCCC1	-0.5	-8.5	1.1	95.8	9.8	-16.7	-1.9	11.6	-0.4	4.2
O=C(CCN1C(=O)c2cccc([N+](=O)[O-])c2C1=O)NC1CCCCCC1	2.0	10.7	-0.5	121.9	-8.3	-0.4	-1.1	5.9	5.0	-10.3
OCCOCCn1c(C2CCCN2c2nc(-c3ccc(F)cc3)cs2)nc2cc(C(F)(F)F)ccc21 (configuration not stated)	2.3	15.0	-1.0	104.4	-5.9	-6.8	-0.8	4.2	0.6	-8.1
CN(C(=O)c1ccc(NC(=O)Cc2cccc(NC(=O)C3CCCN(C(=O)C4CC4)C3)c2)cc1)C1CC1 (configuration not stated)	5.9	-0.2	1.7	101.2	-21.9	-3.9	-2.5	11.7	-2.2	9.9
CCN(CC)S(=O)(=O)c1cc([N+](=O)[O-])ccc1N1CCC(C(N)=O)CC1	0.2	-14.7	0.8	111.9	-0.6	0.3	-1.0	4.8	-0.5	-11.2
CC(C)Cc1nc2ccccc2n1CCc1ccccc1	6.7	2.7	-3.2	89.4	7.8	-8.7	-1.6	7.5	-2.6	-8.2
COc1ccc2oc(C(=O)NNC(=O)c3ccc(F)cc3)c(C)c2c1	0.5	-0.2	-3.0	107.1	-24.5	-5.2	-2.5	12.1	1.1	11.1
CCOC(=O)C1=NN(C(C)=O)C2(CC(=O)N(c3ccc(C)c(C)c3)C2=O)C1 (configuration not stated)	-1.7	12.0	-1.3	91.2	9.7	0.8	-0.8	5.0	1.5	2.6
Cc1ccc2c(c1)N(S(=O)(=O)c1ccc(CN3C(=O)c4cccnc4C3=O)cc1)CCO2	2.2	15.8	-1.3	102.0	-8.2	-4.3	-1.3	6.5	-1.6	-0.3
CN1C/C(=N\S(=O)(=O)c2ccccc2)N(C)C1=O	2.9	1.5	0.8	101.1	-10.0	-2.9	-1.6	8.6	-1.3	-6.8
CC1CCC(=NNC(=O)Cc2cccn2C)CC1 (configuration not stated)	3.0	28.8	-0.5	101.8	-8.1	1.9	-3.5	18.4	-0.3	9.9
C[C@@H]1CN([C@H](C)CO)C(=O)CCCn2nncc2CO[C@@H]1CN(C)S(=O)(=O)c1ccc(C#N)cc1	·	·	-0.1	·	·	-2.2	·	·	-0.5	-4.2
CC(=O)Nc1ccc(OCc2cnc(Cl)s2)cc1	-4.1	45.2	-2.1	102.5	-7.2	-6.5	-2.9	15.3	-0.5	-4.7
CC1C(=O)N2CCCc3cc(S(=O)(=O)N4CCN(c5cccc(Cl)c5)CC4)cc1c32 (configuration not stated)	-1.3	-0.2	3.6	89.2	-12.2	-0.2	1.0	-6.5	-0.5	-2.5
NCCCC[C@H]1CNC(=O)C(=O)N1CC1CCCCC1	2.0	·	1.6	104.4	-17.4	-1.6	-0.5	2.8	1.9	3.7
Cc1nn(C)c(C)c1C1C(C#N)=C(N)OC2=C1C(=O)CC(C)(C)C2 (configuration not stated)	3.5	-0.3	-1.3	85.8	2.8	-3.3	-1.6	8.2	1.0	-4.9
Cc1ccc2nc(C)cc(C(=O)N3CCCC(N4CCN(c5ccccc5C)CC4)C3)c2c1 (configuration not stated)	2.6	-9.1	-3.0	112.8	8.1	-8.7	-4.8	15.9	1.5	1.2
Cc1ccc(O)c(CNc2nc3ccccc3[nH]2)c1	-4.3	11.2	0.0	122.2	16.4	-0.6	0.6	-3.2	-3.2	-5.2
CCOC(=O)Cc1csc(NC(=O)c2cccc([N+](=O)[O-])c2)n1	1.6	-16.2	-2.6	96.6	-5.7	-14.9	-1.9	8.7	0.8	-7.2
Cc1cc(C)n(S(=O)(=O)c2ccc(Cl)cc2)n1	-2.5	15.8	2.4	122.5	9.3	5.6	-1.8	8.8	2.2	5.5
CC(Oc1ccccc1)C(=O)Nc1nc2c(s1)C(=O)CC(C)(C)C2 (configuration not stated)	1.3	0.5	-3.8	90.7	-4.8	-2.6	0.1	-0.3	2.3	-4.4
COc1ccc(OC)c(NC(=O)C2CCN(S(=O)(=O)c3cccs3)CC2)c1	2.2	7.3	-1.6	97.5	-0.7	-11.3	-1.4	7.4	-2.9	-6.6
